Assay outcomes from PubChem BioAssay.
LYPLA1 counter: LYPLA1 inhibitors, primary screen, counter-screen for PME1 inhibitor project, biochemical, fluorescence polarization, FP-Rh probe ABPP | inhibition, % at 5.9 µM | recombinant LYPLA1 | actives 0.16% (n = 320,000);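 active means inhibition above the mean of all tested compounds plus 3 SD, set per campaign, cut at about 14% in these data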;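 further: inhibitors block serine hydrolase probe labeling of LYPLA1 so polarization falls; 0% = enzyme with DMSO and 100% = wells lacking LYPLA1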
PME-1 inh: PME-1 inhibitors via competitive probe labeling, primary screen, biochemical, fluorescence polarization, FP-Rh probe, HTS; Protein phosphatase methylesterase 1 (Homo sapiens), Q9Y570; inhibition, % at 5.9 µM; recombinant PME-1; actives 0.53% (n = 320,000);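 active means inhibition above the campaign mean of all compounds plus 3 SD, cut at about 26% in these data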;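 further: competitive labeling of PME-1 active site by serine hydrolase directed probe; 0% = PME-1 with DMSO and 100% = wells lacking PME-1 enzyme; inhibitors block probe labeling so polarization falls and inhibition rises; many of its hits are not listed in these tables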
Target sequence (Q9Y570 whole entry, looked up): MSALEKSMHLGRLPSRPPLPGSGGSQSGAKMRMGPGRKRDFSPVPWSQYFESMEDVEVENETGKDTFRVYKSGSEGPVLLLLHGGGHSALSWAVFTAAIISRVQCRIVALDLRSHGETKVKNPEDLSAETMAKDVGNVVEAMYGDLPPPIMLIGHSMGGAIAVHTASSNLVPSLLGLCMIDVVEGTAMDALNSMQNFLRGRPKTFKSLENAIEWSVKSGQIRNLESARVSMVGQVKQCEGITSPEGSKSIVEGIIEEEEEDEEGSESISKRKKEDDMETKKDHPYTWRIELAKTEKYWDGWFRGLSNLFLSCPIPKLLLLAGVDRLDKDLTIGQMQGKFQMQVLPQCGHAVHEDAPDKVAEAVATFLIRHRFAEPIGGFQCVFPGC
PAFAH1B3 FP inh: PAFAH1B3 enzyme inhibitors, primary screen, biochemical, fluorescence polarization, human; Platelet-activating factor acetylhydrolase IB subunit alpha1 (Homo sapiens), Q15102; recombinant PAFAH1B3, FP-rhodamine probe; inhibition, % at 3.39 µM; actives 0.28% (n = 340,000); AID 492972, 2010;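 active means inhibition above the screen-wide average of all tested compounds plus 3 SD, cut at about 25% in these data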;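 further: 0% = enzyme with DMSO only and 100% = wells lacking PAFAH1B3 protein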
GSTO1 inh: inhibitors of recombinant GSTO1, primary screen, counter-screen for RBBP9 inhibitor project, biochemical, fluorescence polarization; actives 1.1% (n = 300,000); activity-based probe fluorescence polarization; Glutathione S-transferase omega-1 (Homo sapiens), P78417; inhibition, % at 5.96 µM;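 active means inhibition above the campaign mean inhibition plus 3 SD, cut at about 35% in these data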;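 further: 0% = GSTO1-1 with DMSO and 100% = wells lacking GSTO1-1 enzyme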
PAD4 inh: human PAD4 inhibitors, primary screen, biochemical, fluorescence polarization, 1536-well format | Protein-arginine deiminase type-4 (Homo sapiens), Q9UM07 | recombinant PAD4, RCA probe fluorescence polarization | AID 485272, 2010 | inhibition, % at 6.36 µM | actives 0.41% (n = 330,000);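 active means percent inhibition above a cutoff equal to the mean of all tested compounds plus 3 SD, cut at about 15% in these data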;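 further: 0% = PAD4 with RCA probe and DMSO and 100% = probe without PAD4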
Target sequence (Q9UM07 whole entry, looked up): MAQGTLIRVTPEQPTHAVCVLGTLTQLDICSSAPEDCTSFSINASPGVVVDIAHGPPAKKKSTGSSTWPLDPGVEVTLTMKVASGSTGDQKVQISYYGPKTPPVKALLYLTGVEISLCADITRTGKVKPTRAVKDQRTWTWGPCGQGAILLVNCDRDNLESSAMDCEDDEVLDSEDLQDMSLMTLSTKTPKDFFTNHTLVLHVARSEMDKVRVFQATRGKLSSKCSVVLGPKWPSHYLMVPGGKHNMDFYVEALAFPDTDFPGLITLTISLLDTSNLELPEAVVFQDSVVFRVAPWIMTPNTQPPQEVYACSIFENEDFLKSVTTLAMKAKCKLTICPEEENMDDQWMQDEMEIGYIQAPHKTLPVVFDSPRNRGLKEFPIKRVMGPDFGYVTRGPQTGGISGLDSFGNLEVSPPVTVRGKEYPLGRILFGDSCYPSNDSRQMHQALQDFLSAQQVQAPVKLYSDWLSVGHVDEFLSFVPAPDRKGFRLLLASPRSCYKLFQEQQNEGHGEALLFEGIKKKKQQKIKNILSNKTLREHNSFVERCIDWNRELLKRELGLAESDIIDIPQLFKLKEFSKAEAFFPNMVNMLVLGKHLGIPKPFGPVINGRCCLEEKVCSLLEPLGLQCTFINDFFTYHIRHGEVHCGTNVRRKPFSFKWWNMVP
PAFAH2 inh: PAFAH2 enzyme inhibitors, primary screen, biochemical, fluorescence polarization, human; Platelet-activating factor acetylhydrolase 2, cytoplasmic (Homo sapiens), Q99487; recombinant PAFAH2, FP-rhodamine activity probe; inhibition, % at 3.39 µM; actives 0.99% (n = 340,000); AID 492956, 2010;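 active means inhibition above the mean over all tested compounds plus 3 SD, cut at about 30% in these data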;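 further: inhibitors block probe labeling of enzyme so polarization drops; 0% = enzyme with DMSO and 100% = wells lacking PAFAH2 protein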
pPAFAH inh: pPAFAH enzyme inhibitors, primary screen, biochemical, fluorescence polarization, human | recombinant pPAFAH, FP-rhodamine probe fluorescence polarization | inhibition, % at 3.39 µM | actives 1.5% (n = 330,000) | AID 463082, 2010;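 active means inhibition above the mean inhibition across the screen plus 3 SD, cut at about 25% in these data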;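 further: inhibitors block binding of the rhodamine activity-based probe so polarization drops; 0% = enzyme with DMSO and 100% = wells lacking pPAFAH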
Fam108B counter: mouse Fam108B serine hydrolase inhibitors, primary screen, counter-screen for RBBP9 inhibitor project, biochemical, fluorescence polarization; recombinant Fam108B, FP-Rh probe fluorescence polarization; inhibition, % at 9.51 µM; actives 0.33% (n = 300,000); AID 1947, 2009;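 active means inhibition above the screen mean inhibition plus 3 SD, computed separately per campaign, cut at about 18% in these data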;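 further: inhibitors lower polarization as less probe binds the enzyme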
PAFAH1B2 FP inh: PAFAH1B2 enzyme inhibitors, primary screen, biochemical, fluorescence polarization, human | recombinant PAFAH1B2, FP-rhodamine activity probe | inhibition, % at 3.39 µM | actives 1.2% (n = 340,000);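 active means inhibition above the mean of all tested compounds plus 3 SD, cut at about 24% in these data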;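 further: 0% = enzyme with DMSO and 100% = wells lacking PAFAH1B2; many of its hits are not listed in these tables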
* hit, by the source's call; · = not tested or not shown.

No.	mol	LYPLA1 counter	PME-1 inh	PAFAH1B3 FP inh	GSTO1 inh	PAD4 inh	PAFAH2 inh	pPAFAH inh	Fam108B counter	PAFAH1B2 FP inh
1	CCCCP(=O)(CCCC)Cc1ccccc1O	0	1	0	-6	-3	-1	5	1	3
2	OCCN(Cc1ccccc1)Cc1cccc(F)c1	-3	1	9	4	1	-4	0	1	6
3	COC(=O)CCC(=O)N1CN2CN(C(=O)CCC(=O)OC)CC([N+](=O)[O-])(C2)C1	-1	-6	8	4	5	2	-10	-1	1
4	Cc1cc(C)c2nc(N3CCN(C(=O)c4ccco4)CC3)sc2c1	-1	-1	4	10	-5	5	7	2	2
5	COc1ccc(-c2noc(CN(C(=O)C(C)(C)C)C(C)C)n2)cc1	1	-1	2	9	0	10	-3	6	3
6	COc1ccc(NS(=O)(=O)c2cccs2)cc1S(=O)(=O)N1CCCCC1	2	3	3	9	-1	0	2	-4	0
7	CCCCCCCNC(=O)C1(CC2CC(c3ccc(Cl)cc3)=NO2)CCNCC1 (centres undefined)	-4	2	-5	-3	1	-6	2	1	-1
8	CCCCCN(C(=O)NC(=O)NC(C)CC)S(C)(=O)=O (centres undefined)	-1	-1	9	8	-5	-11	-1	2	2
9	CCOc1cc(C(=O)N(C)CC(=O)Nc2cccc(F)c2)ccc1OCC(=O)N1CCOCC1	4	4	5	-11	-3	-3	1	6	0
10	O=C(CNCc1ccccc1)Nc1cccc(Cl)c1Cl	-5	0	6	2	3	-3	10	-4	-1
11	O=c1cnn(-c2ccc(Cl)cc2Cl)c(-c2ccccc2)c1	1	-3	5	-8	-4	-8	0	-1	2
12	CCOC(=O)N/N=C(\c1ccccc1)C(O)c1ccccc1 (centres undefined)	7	-6	5	3	3	7	0	2	6
13	Nc1ccc(C(=O)NC23CC4CC(CC(C4)C2)C3)cc1	1	-3	0	3	-2	5	-4	1	13
14	COc1ccc(C(=O)O/N=C(\N)Cc2ccc([N+](=O)[O-])cc2)c(OC)c1	-1	0	1	-8	-2	17	-1	4	6
15	COc1ccc(OC)c(CN2CCC(N3CCC(C(=O)NC4CC4)CC3)CC2)c1	1	2	11	-2	-1	0	0	-3	2
16	O=C(NCc1ccncc1)c1cc(-c2ccc(Cl)cc2)oc1C(F)(F)F	2	-5	1	-6	2	-5	-2	-4	-4
17	CCCN1CCC(=O)N([C@H](CSc2ccc(OC)cc2)c2ccccc2)CC1	0	6	-1	3	2	3	8	2	0
18	COc1ccc(/C=C/C(=O)N/C(=C\c2ccco2)C(=O)NCCc2nc3ccccc3[nH]2)cc1	-5	4	9	-5	2	-11	3	-4	3
19	CC(C)CN(CC(C)C)C(=O)Cc1coc2ccc3ccccc3c12	1	2	1	4	2	-3	-2	-3	2
20	CC1(C)CC(=O)C(C=NCCCn2ccnc2)=C(O)C1	-4	-2	-1	2	2	4	5	1	-7
21	O=C(CNC(=O)c1cccs1)OCC(=O)c1ccc(Cl)cc1	-1	2	0	-2	-2	-3	0	-1	4
22	Cc1cc(C)c(C(=O)/C=C/c2ccc3c(c2)OCO3)c(=O)[nH]1	3	4	14	-6	-4	-3	6	3	0
23	Cc1ccc(-c2csc3ncnc(SCc4ccc(C(=O)O)cc4)c23)cc1	-3	-10	·	-16	-2	·	29*	-7	·
24	Cc1ccc(S(=O)(=O)CCC(=O)OCC(=O)N2c3ccccc3CC2C)cc1 (centres undefined)	-1	5	-1	15	2	0	2	-3	4
25	COC(=O)C1CN(S(=O)(=O)c2cc(OC)ccc2OC)CCS1 (centres undefined)	-1	-1	-1	1	-1	-3	7	2	-1
26	O=C(NCc1cccs1)C1CCCCC1	-3	-5	2	3	4	-5	0	0	3
27	Cc1cccc(-n2nc(C)c3c(C(=O)O)cc(-c4cccs4)nc32)c1	0	-12	11	-3	3	6	1	-7	8
28	Cc1ccc(NC(=O)CSc2nnc(Cc3cccn3C)n2-c2ccc(F)cc2)c(C)c1	8	1	4	7	1	-4	9	1	5
29	COc1ccc(CNC(=O)Nc2ccccc2)cc1	1	0	3	-8	-7	2	3	1	5
30	CCN(C[C@H]1N[C@@](C)(C(=O)OC)[C@H]2C(=O)N(Cc3ccccc3)C(=O)[C@@H]12)C(=O)Nc1ccccc1	·	·	11	·	4	-5	0	·	6
31	C=CCSc1ccsc1C(=O)O	-3	-5	-2	12	5	-7	1	-4	2
32	CCOc1ccccc1NC(=O)C1CCN(S(C)(=O)=O)CC1	3	-3	6	6	-1	2	7	2	6
33	O=C(C1CCCN(Cc2ccccc2F)C1)N1CCCCC1 (centres undefined)	-2	-3	9	-2	-1	-10	-2	0	7
34	COCCCNC(=S)N1CCN(C(=O)C(=O)Nc2ccc(C(=O)OC)cc2)CC1	4	-1	-4	2	-4	3	-2	-1	3
35	Cc1ccc2c(NC(=O)c3ccc(Br)o3)cccc2n1	1	-7	-1	1	-5	1	6	-2	0
36	O=C(Nc1ccccc1)c1cc(Cl)nc2ccccc12	-5	0	5	1	-2	-3	4	4	-2
37	Cc1ccc(Cl)cc1N1CCN(Cc2nc3c(c(=O)[nH]c(=O)n3C)n2CCc2ccccc2)CC1	0	0	16	-1	-3	3	5	-2	-2
38	CNC(=O)NC(=O)COC(=O)CCc1nc(=O)c2ccccc2n1C	0	-1	1	1	0	9	1	0	7
39	Cc1ccccc1OCc1n[nH]c(=S)n1-c1ccccc1	1	4	3	8	-2	5	1	3	-5
40	N#Cc1ccc(OCC(=O)NCCCn2ccnc2)cc1	·	·	11	·	-1	3	-5	·	2
41	O=C(Nc1ccc(Cl)cn1)c1cccc(OCc2ccccc2)c1	-4	-3	6	-4	-5	-4	1	-4	3
42	Cc1cc2oc(=O)cc(C)c2c(=O)o1	1	-2	1	-4	-1	2	5	3	4
43	COC(=O)c1ccc(NC(=O)CN2C(=O)CC(C)S(=O)(=O)c3ccccc32)cc1 (centres undefined)	0	-1	11	-4	-2	0	4	-1	0
44	COc1cccc(N2CCC(N3CCN(C)C(CCO)C3)CC2)c1 (centres undefined)	0	-3	9	7	-5	2	-6	1	-1
45	CC1CCCN(C(=O)C2CCN(CC3CC=CCC3)CC2)C1 (centres undefined)	-1	-5	2	2	-7	1	0	-1	5
46	CCOc1ccccc1OCC(=O)OCC(=O)NNC(=O)c1ccc([N+](=O)[O-])cc1	-2	-1	0	2	-5	-1	4	0	-1
47	CS(=O)(=O)c1ccc(C(=O)Nc2ccc(N3CCCC3)cc2)c(Cl)c1	-2	-3	1	-28	2	-4	3	1	9
48	O=C(C[n+]1ccccc1)N/N=C/c1ccc(Cl)c(Cl)c1	1	-4	5	7	5	2	4	-2	1
49	Cc1ccc(NC(=O)CSc2nc3c(c(=O)n(C)c(=O)n3C)n2C)cc1	0	2	-4	7	4	4	7	0	-7
50	Cc1nnc2c3ccccc3c(-c3ccc(O)cc3)nn12	0	-5	7	2	-1	5	-1	1	2
51	Cc1ccc(-n2c(C)cc(C(=O)CSc3nnnn3C)c2C)cc1	0	0	1	31	5	-17	9	-4	-3
52	Cc1cccc(C2=N/C(=C\c3cccs3)C(=O)O2)c1	0	2	2	12	-1	-3	-2	2	0
53	C[C@@H](C(=O)NCc1ccc(S(C)(=O)=O)cc1)[C@H]1C[C@]1(C)[C@H](NC(=O)OCc1ccccc1)c1ccccc1	1	-3	·	7	-1	·	6	-3	·
54	CCCCNC(=O)CSc1nnc(-c2cccc(S(=O)(=O)N3CCOCC3)c2)o1	0	4	10	·	2	-3	-2	·	4
55	Cc1cccc(C(=O)OCC(=O)Nc2c(C)n(C)n(-c3ccccc3)c2=O)c1O	·	·	11	·	-3	9	3	·	4
56	CCn1c(C)nc2cc(S(=O)(=O)Nc3ccc(C)cc3)ccc21	-4	-6	8	6	-4	2	1	0	4
57	CN(CC(=O)N1CCN(Cc2ccccc2)CC1)S(=O)(=O)c1ccc(F)cc1	-1	-2	4	-5	2	6	-2	-3	0
58	COc1cccc(C2c3c(oc4ccccc4c3=O)C(=O)N2Cc2ccco2)c1 (centres undefined)	2	5	5	12	-2	2	-5	-3	3
59	CCOC(=O)Nc1nc(-c2ccccc2)c(C(=O)c2ccccc2)s1	2	-1	10	-26	-4	41*	4	-2	11
60	Nn1cnnc1SCC(=O)N(C1CCCCC1)C1CCCCC1	1	-1	7	-1	0	-1	2	-2	12

Further structures follow:
No.	mol	LYPLA1 counter	PME-1 inh	PAFAH1B3 FP inh	GSTO1 inh	PAD4 inh	PAFAH2 inh	pPAFAH inh	Fam108B counter	PAFAH1B2 FP inh
61	Cc1c(O)ccc(C(=O)CN2CCN(c3ccc(F)cc3)CC2)c1O	1	-2	2	11	4	3	2	2	3
62	CSc1nc2ccc(NS(=O)(=O)c3ccc(CNC(C)=O)cc3)cc2s1	0	3	0	·	-4	-2	32*	·	-3
63	CCOc1ccc(C(F)(F)F)cc1NC(C)=O	1	1	5	-1	-2	1	5	-3	6
64	O=C(NC1CCOCC1)C1CCC(=O)N(Cc2cccc(C(F)(F)F)c2)C1 (centres undefined)	-1	3	0	-2	0	-2	2	-3	3
65	CCOC(=O)Cn1c(=O)oc2cc(S(=O)(=O)NC(C)c3ccccc3)ccc21 (centres undefined)	4	2	7	2	-1	0	1	0	16
66	O=C(C1CCCN(S(=O)(=O)c2cccs2)C1)N1CCc2ccccc2C1 (centres undefined)	-2	4	13	1	-3	-3	-2	1	11
67	CCn1cc(CN2CCc3c([nH]c4ccccc34)C2c2cccc(OC)c2OC)c(C)n1 (centres undefined)	-1	-3	6	14	-2	5	2	0	8
68	COc1ccc(CCNC(=O)CCS(=O)(=O)c2ccc3c(c2)NC(=O)CS3)cc1OC	1	-1	-5	2	-8	-3	2	0	2
69	CCn1c(CNC(=O)c2cccc(C)c2)nnc1SCC(=O)NC1=NCCS1	4	-6	1	-3	0	3	2	-6	1
70	O=C1Nc2cc(C(=O)NCC3CCCO3)ccc2S/C1=C/c1ccccc1F (centres undefined)	-2	1	-1	-17	0	-10	13	-2	-3
71	CCNC(=O)COc1ccc(/C=N/NC(=O)c2cccnc2)cc1OC	1	2	4	8	0	6	1	1	5
72	CC1CCC(C(C)C)C(OCC[N+](C)(C)C)C1 (centres undefined)	3	0	4	-3	3	-3	3	0	0
73	O=C(Nc1ccc(NS(=O)(=O)c2ccccc2)cc1)c1ccc(Cl)cc1	-16	-24	-12	4	-2	-20	10	-18	-12
74	CN(C)C(=O)c1ccc2c(c1)n(C)c(=O)n2C	-1	-5	2	6	2	2	2	-2	8
75	O=C(CCC(=O)Nc1cccc(Cl)c1)N/N=C/c1cc([N+](=O)[O-])ccc1O	-5	1	13	-3	2	1	7	3	12
76	Cc1sc2ncn(CC(=O)NCCN(C)C)c(=O)c2c1S(=O)(=O)N1CCC(C)CC1	0	-5	2	5	4	-3	-1	6	1

This is a subset; rates above refer to the full screens.
